M5 PAM: human M5 muscarinic receptor positive allosteric modulators, primary screen, CHO-K1 cells, Fluo-8 calcium fluorescence; CHO-K1 hM5, ACh EC20 PAM; 0% = ACh EC20, 100% = ACh EC100; activation, % at 3 µM; 0.3% of 360,000 active; AID 624038, 2012;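 active = activation above the run cutoff, the mean activation of all test compounds plus 3 SD, cut at about 18% in these data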
Target sequence (P08912 whole entry, looked up): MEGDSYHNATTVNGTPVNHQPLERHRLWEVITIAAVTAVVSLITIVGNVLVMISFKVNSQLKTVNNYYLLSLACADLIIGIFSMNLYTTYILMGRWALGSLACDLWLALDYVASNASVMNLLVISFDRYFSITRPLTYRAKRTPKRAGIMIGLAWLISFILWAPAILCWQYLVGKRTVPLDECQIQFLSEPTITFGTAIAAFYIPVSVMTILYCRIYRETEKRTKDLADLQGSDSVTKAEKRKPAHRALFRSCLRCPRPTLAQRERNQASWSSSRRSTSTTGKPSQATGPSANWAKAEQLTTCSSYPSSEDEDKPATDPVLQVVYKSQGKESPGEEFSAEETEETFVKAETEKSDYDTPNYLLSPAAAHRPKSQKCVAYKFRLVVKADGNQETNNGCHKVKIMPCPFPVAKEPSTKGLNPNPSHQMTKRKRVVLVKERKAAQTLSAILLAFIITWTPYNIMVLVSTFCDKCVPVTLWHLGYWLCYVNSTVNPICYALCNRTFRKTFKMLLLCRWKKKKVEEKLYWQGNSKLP
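Measured by: Fluo-8 calcium fluorescence; material: human M5 receptor in CHO-K1 cells; schedule: Post-acetylcholine fluorescence recording 140 s; benchmarks: low control EC20 acetylcholine (0%), high control EC100 acetylcholine (100%); read-out: Max/basal fluorescence ratio as % of EC20–EC100 ACh window; compound: single dose, 3 µM nominal final test concentration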
M1 ag parental: counter-screen for M1 agonists: effect in parental CHO-K1 cells | activation, % at 3 µM | Fluo-8 calcium fluorescence; scaled to maximal ATP response, vehicle zero | 0.48% of 360,000 active; in the data active = activation above about 15%;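 note: untransfected CHO-K1 host cells lacking M1 receptor as counterscreen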
M4 ag: human M4 muscarinic receptor agonists, primary screen, CHO-K1 cells, Fluo-8 calcium fluorescence. Muscarinic acetylcholine receptor M4 (Homo sapiens), P08173. CHO-K1 hM4/Gqi5; vehicle 0%, full acetylcholine response 100%. activation, % at 3 µM. 0.14% of 360,000 active. AID 624127, 2012;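 active = activation above the run mean over all test wells plus 3 SD, cut at about 32% in these data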;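 note: peak over basal fluorescence ratio per well then scaled between controls; 0% = DMSO wells and 100% = acetylcholine at EC100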
Target sequence (P08173 whole entry, looked up): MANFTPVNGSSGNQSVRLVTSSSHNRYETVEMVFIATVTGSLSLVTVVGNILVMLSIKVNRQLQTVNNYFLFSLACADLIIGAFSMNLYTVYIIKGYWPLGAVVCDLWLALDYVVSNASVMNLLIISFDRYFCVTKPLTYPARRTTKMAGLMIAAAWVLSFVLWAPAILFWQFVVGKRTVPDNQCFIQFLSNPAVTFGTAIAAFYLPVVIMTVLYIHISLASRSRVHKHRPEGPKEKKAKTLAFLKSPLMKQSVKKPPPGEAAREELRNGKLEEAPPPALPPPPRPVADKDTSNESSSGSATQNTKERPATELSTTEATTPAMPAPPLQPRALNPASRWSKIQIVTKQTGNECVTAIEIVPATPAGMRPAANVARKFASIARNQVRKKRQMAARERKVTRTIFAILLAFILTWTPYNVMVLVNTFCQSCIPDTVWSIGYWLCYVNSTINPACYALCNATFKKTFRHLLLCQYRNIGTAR
CHO-K1 Ca PAM: nonselective calcium activators in parental CHO-K1 cells, primary screen, counter-screen for M1 PAM project, cell-based, Fluo-8 calcium fluorescence, full deck, 1536-well; ATP EC20; 0% at ATP EC20, 100% at ATP max; activation, % at 3 µM; 0.02% of 360,000 active; AID 602247, 2012;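 active = activation above the run cutoff, the mean activation of all test compounds plus 3 SD, cut at about 40% in these data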;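 note: peak over basal fluorescence ratio in a 140 s read after ATP addition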
CHRM4 antagonist: human M4 muscarinic receptor antagonists, primary screen, CHO cells, Fluo-8 calcium fluorescence | Muscarinic acetylcholine receptor M4 (Homo sapiens), P08173 | CHO-hM4 cells, ACh EC80 | inhibition, % at 3 µM | 0.73% of 360,000 active | AID 624125, 2012;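 active = inhibition above its plate's cutoff, the mean inhibition of sample wells plus 3 SD, cut at about 27% in these data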;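 note: 0% = acetylcholine EC80 with DMSO and 100% = DMSO without agonist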
CHO-K1 Ca antag: counter-screen for M1 antagonists: effect in parental CHO-K1 cells; inhibition, % at 3 µM; 0.6% of 360,000 active; ATP-induced calcium, Fluo-8 fluorescence; AID 602250;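 active = inhibition above a per-plate cutoff, the plate's mean sample inhibition plus 3 SD, cut at about 24% in these data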;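 note: 0% = DMSO plus EC80 ATP and 100% = DMSO alone without ATP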
CHRM4 PAM: human M4 muscarinic receptor positive allosteric modulators, primary screen, CHO-K1 cells, Fluo-8 calcium fluorescence; Muscarinic acetylcholine receptor M4 (Homo sapiens), P08173; AID 624126, 2012; CHO-K1 hM4/Gqi5, ACh EC20; 0% = ACh EC20, 100% = maximal ACh; 0.4% of 360,000 active; activation, % at 3 µM;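 active = activation above its plate's cutoff, the mean activation of sample wells plus 3 SD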; note: some results filed as inactive read as strong as hits
M5 antag: human M5 muscarinic receptor antagonists, primary screen, CHO cells, Fluo-8 calcium fluorescence; Muscarinic acetylcholine receptor M5 (Homo sapiens), P08912; CHO-hM5 cells, ACh EC80; inhibition, % at 3 µM; 0.59% of 360,000 active;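 active = inhibition above a per-plate cutoff, the mean of that plate's test compounds plus 3 SD, cut at about 27% in these data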;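 note: 0% = acetylcholine EC80 with DMSO and 100% = DMSO without agonist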
M5 ag: human M5 muscarinic receptor agonists, primary screen, CHO-K1 cells, Fluo-8 calcium fluorescence; Muscarinic acetylcholine receptor M5 (Homo sapiens), P08912; CHO-K1 hM5 cells; 0% DMSO wells, 100% maximal acetylcholine response; activation, % at 3 µM; 0.19% of 360,000 active; AID 624037, 2012;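 active = activation above the run's mean over test compounds plus 3 SD, cut at about 23% in these data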;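 note: signal is peak over basal fluorescence ratio across the kinetic read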
An asterisk follows results filed as active.

SMILES	M5 PAM	M1 ag parental	M4 ag	CHO-K1 Ca PAM	CHRM4 antagonist	CHO-K1 Ca antag	CHRM4 PAM	M5 antag	M5 ag
CSCCC(NC(=O)c1ccccc1Br)C(=O)NCC(c1ccco1)N1CCCCC1 (centres undefined)	1	0.0	1	-2	6	1	11	4	-2
COC(=O)Cn1cc(C(=O)c2ccco2)c2ccccc21	-6	0.2	1	8	7	0	-3	5	1
O=C(O)/C=C/C(=O)NCCc1ccccc1	9	0.7	1	16	1	-11	-4	7	-1
Cc1[nH]c(C)c(S(=O)(=O)NCc2ccc(OC(C)C)cc2)c1C(=O)N1CCCC1	3	0.3	1	11	-11	4	-4	6	-5
O=C(O)C1C2CC(C(Br)C2Br)C1C(=O)O (centres undefined)	-5	1.5	1	16	-10	-13	5	6	2
O=C1C2C(c3ccccc3)CC=CC2[C@H](c2ccc(C(F)(F)F)cc2)N1Cc1ccccc1 (some centres undefined)	3	3.1	0	17	5	-9	-1	-1	3
O=C1C2=C(c3ccccc31)[N+](=O)C1CCCCC1N2[O-] (centres undefined)	0	-0.1	1	-3	1	-3	-4	4	1
S=c1nc(-c2ccccc2)n(CCCN2CCOCC2)c2c1CCCC2	1	-0.1	-1	12	14	0	-9	-4	-5
COc1ccc(C2CC(O)(c3ccccc3)Oc3cc(OC)ccc32)cc1 (centres undefined)	-3	-0.1	2	2	5	-9	14	5	-2
Cc1cc(C)cc(OCC(=O)Nc2ccc3c4c(cccc24)CC3)c1	-7	0.6	0	13	-4	-7	5	5	-3
Cn1c(=O)oc2cc(S(=O)(=O)N3CCCC3)ccc21	-9	0.4	1	23	-3	-5	0	1	1
Cc1ccc(OCCC(=O)O)cc1	-1	0.2	1	-1	26	-8	23	0	0
COc1ccc(NC(=O)CSc2nc(C)cc(C)n2)cc1	1	0.1	0	12	5	-7	2	-1	2
O=C(Nc1ccc(S(=O)(=O)Nc2cnc3ccccc3n2)cc1)c1ccc(Br)o1	1	0.3	1	1	19	0	14	2	1
CCOC(=O)N1CCC(NC(=O)c2cccc3c2C(=O)N(CCOC)C3)CC1	-7	0.4	1	-1	-1	-1	1	2	1
CCCCSc1nc2ccccc2[nH]1	3	0.1	0	9	3	-1	-7	2	1
COCCOC(=O)c1c(NC(=O)COC(=O)Cc2cccc(OC)c2)sc(C(N)=O)c1C	-2	2.5	4	-5	-14	-3	-6	0	-2
CC(C)(C)c1cc(C(=O)NC2CC2)n(Cc2ccc(F)cc2)n1	3	0.3	1	10	7	-9	-1	-1	1
COc1ccc(CCC(C)NCc2cc(OC)cc(OC)c2)cc1 (centres undefined)	-4	3.1	7	15	4	-9	-4	8	1
COC(=O)c1sc(N2C(=O)c3oc4ccccc4c(=O)c3C2c2cccc(O)c2)nc1C (centres undefined)	2	1.4	3	3	3	-5	4	4	-2

Arranged by number of heavy atoms (smallest number first): twelve of the compounds above.
SMILES	M5 PAM	M1 ag parental	M4 ag	CHO-K1 Ca PAM	CHRM4 antagonist	CHO-K1 Ca antag	CHRM4 PAM	M5 antag	M5 ag
CCCCSc1nc2ccccc2[nH]1	3	0.1	0	9	3	-1	-7	2	1
O=C(O)C1C2CC(C(Br)C2Br)C1C(=O)O (centres undefined)	-5	1.5	1	16	-10	-13	5	6	2
O=C(O)/C=C/C(=O)NCCc1ccccc1	9	0.7	1	16	1	-11	-4	7	-1
COC(=O)Cn1cc(C(=O)c2ccco2)c2ccccc21	-6	0.2	1	8	7	0	-3	5	1
CC(C)(C)c1cc(C(=O)NC2CC2)n(Cc2ccc(F)cc2)n1	3	0.3	1	10	7	-9	-1	-1	1
COc1ccc(CCC(C)NCc2cc(OC)cc(OC)c2)cc1 (centres undefined)	-4	3.1	7	15	4	-9	-4	8	1
Cc1cc(C)cc(OCC(=O)Nc2ccc3c4c(cccc24)CC3)c1	-7	0.6	0	13	-4	-7	5	5	-3
S=c1nc(-c2ccccc2)n(CCCN2CCOCC2)c2c1CCCC2	1	-0.1	-1	12	14	0	-9	-4	-5
CCOC(=O)N1CCC(NC(=O)c2cccc3c2C(=O)N(CCOC)C3)CC1	-7	0.4	1	-1	-1	-1	1	2	1
Cc1[nH]c(C)c(S(=O)(=O)NCc2ccc(OC(C)C)cc2)c1C(=O)N1CCCC1	3	0.3	1	11	-11	4	-4	6	-5
CSCCC(NC(=O)c1ccccc1Br)C(=O)NCC(c1ccco1)N1CCCCC1 (centres undefined)	1	0.0	1	-2	6	1	11	4	-2
COCCOC(=O)c1c(NC(=O)COC(=O)Cc2cccc(OC)c2)sc(C(N)=O)c1C	-2	2.5	4	-5	-14	-3	-6	0	-2

More records:
SMILES	M5 PAM	M1 ag parental	M4 ag	CHO-K1 Ca PAM	CHRM4 antagonist	CHO-K1 Ca antag	CHRM4 PAM	M5 antag	M5 ag
Cc1ccc2nc(-c3ccc4c(c3)NC(=O)CO4)cn2c1	1	0.2	0	-22	1	8	-8	0	1
O=C(NCc1ccccc1)C1CCN(S(=O)(=O)c2ccc(N3CCCC3=O)cc2)CC1	-3	5.6	4	16	-3	-5	3	0	-2
CCN(CC)c1nc2c(s1)C(=O)NCCC2	-14	-0.1	2	-8	6	-18	1	6	-3
CCCN(CCC)C(=O)C1c2ccccc2Oc2ccccc21	-7	2.8	2	-9	10	17	-7	7	0
O=C1NC(O)(c2ccccc2)Oc2ccccc21 (centres undefined)	-5	1.2	1	25	-6	-14	5	10	6
Cc1ccc(C(=O)Nc2cccnc2Oc2ccc(Cl)cc2)cc1	4	1.1	-2	25	-12	-9	-12	-9	-3
CCCc1nc2c(Cl)cc(C(F)(F)F)cn2c1Cc1ccc(OC)cc1C	-5	0.3	-2	19	11	-11	-6	-3	-1
COc1ccc(S(=O)(=O)NCCSC(C)(C)C)cc1	-4	1.2	1	8	3	0	-4	1	0
CCS(=O)(=O)c1nc(NC(C)=O)n[nH]1	-1	0.3	0	9	-1	2	-3	-4	-2
N#CC1(Nc2ccccc2)C(=O)Nc2ccccc21 (centres undefined)	7	0.0	1	11	-3	-6	13	-9	0
N#CCc1ccc(NS(=O)(=O)c2ccc(C3CCCCC3)cc2)cc1	-13	9.8	13	16	18	3	-20	12	9
CCOc1cc(N2CCOCC2)c(OCC)cc1NC(=O)C1CC(=O)N(c2ccc(C)cc2)C1 (centres undefined)	5	0.8	1	21	2	-6	5	2	1
O=C(Nc1cccnc1)Nc1ccc(F)c(Cl)c1	-20	16*	27	6	18	-6	-4	16	16
CCn1c(=O)c2ccccc2n(CC(=O)NCCC2=CCCCC2)c1=O	-1	-0.6	-2	-3	-6	-11	1	1	-3
O=[N+]([O-])c1ccc2c(c1)C(N1CCOCC1)/C(=C/COc1ccc(F)cc1)O2 (centres undefined)	-11	0.2	1	-8	-9	-9	-8	4	-5
COc1ccc(/C=C2\Sc3ccc(C(=O)NCc4cccnc4)cc3N(C)C2=O)cc1OC	1	6.0	4	12	2	-12	-3	2	0
Cn1cccc1Cc1nnc(SCC(=O)NCC2CCCO2)n1CCc1ccccc1 (centres undefined)	-3	-0.1	2	-9	1	-16	2	6	2
CC(C(=O)c1ccc(Br)cc1)[n+]1cccc2ccccc21 (centres undefined)	-8	2.3	2	12	1	-9	-14	3	-13
COC(=O)C1CCN(C(=O)/C=C/c2ccc3c(c2)OCO3)CC1	-14	1.1	0	14	7	-5	-7	25	-1
COCCCn1c(SCC(=O)Nc2ccc3c(c2)OCCO3)nnc1-c1ccoc1C	-12	0.2	1	8	-14	0	1	-4	-5

2 entries from above, with bars between the fields.
canonical_smiles | M5 PAM | M1 ag parental | M4 ag | CHO-K1 Ca PAM | CHRM4 antagonist | CHO-K1 Ca antag | CHRM4 PAM | M5 antag | M5 ag
CCCc1nc2c(Cl)cc(C(F)(F)F)cn2c1Cc1ccc(OC)cc1C | -5 | 0.3 | -2 | 19 | 11 | -11 | -6 | -3 | -1
COc1ccc(S(=O)(=O)NCCSC(C)(C)C)cc1 | -4 | 1.2 | 1 | 8 | 3 | 0 | -4 | 1 | 0

(next part)
SMILES	M5 PAM	M1 ag parental	M4 ag	CHO-K1 Ca PAM	CHRM4 antagonist	CHO-K1 Ca antag	CHRM4 PAM	M5 antag	M5 ag
CCOC(=O)/C=c1\s/c(=C(\C#N)C(=O)NC)n(-c2ccccc2)c1=O	23*	0.5	1	11	2	3	18	-12	-2
O=C1CCCC(=O)N1c1ccc(O)cc1	4	0.1	1	9	-1	-1	-7	-12	1
CCN1C=C(Cc2cccs2)C2=C(C1)C(c1cccs1)C(C#N)=C(N)O2 (centres undefined)	-4	0.9	6	4	-9	16	-3	4	-1
CCOC(=O)C1=C(C)NC(C)=C(C(=O)OCC)C1c1cccc([N+](=O)[O-])c1	-10	-0.4	0	-14	2	5	1	10	-3
COCCn1c(SCC(=O)Nc2ccc(F)cc2)nc2c(oc3ccccc32)c1=O	2	1.5	0	9	-1	-11	-3	-11	1
CN(C)c1ccc(S(=O)(=O)N2CCCCC2)cc1NC(=O)CN1C(=O)NC(C)(c2ccccc2)C1=O (centres undefined)	4	1.7	3	4	-9	-2	8	3	0
O=C(Nc1ccccc1)C1Cc2ccccc2CN1C(=O)c1ccco1 (centres undefined)	4	0.3	1	24	-1	-13	0	2	-3
COc1ccc(S(=O)(=O)N2CCCN(S(=O)(=O)c3ccc(OC)c(C)c3)CC2)cc1C	-5	1.3	5	7	1	-23	-8	-4	-1
Cc1ccc(C(C)C)c(OCCCNCc2cccnc2)c1	-22	1.2	5	-4	10	5	-19	20	-10
O=C(NC1CCCC1)c1cc(-c2ccccc2Cl)on1	-4	3.1	3	-4	8	-19	-1	4	-2
Cc1ccc(NC(=O)CCc2ccc(C)o2)c(Br)c1	-5	-0.2	-1	9	4	-14	2	12	-10
COc1ccc(NC(=O)CN(C)C(=O)c2ccc3c(c2)CC(c2ccccc2)OC3=O)cc1 (centres undefined)	-8	1.7	4	13	-10	-6	-3	2	2
CCNC(=O)C1(C)CCCN(C(=O)c2ccnc(Cl)c2)C1 (centres undefined)	-1	0.9	0	19	9	0	-3	19	2
CC1Cc2ccccc2N1S(=O)(=O)c1ccc(Cl)nc1 (centres undefined)	6	0.2	-1	8	-10	-10	-4	9	-10
COc1cc(NC(=O)c2cccnc2Sc2ccc(Cl)cc2)cc(OC)c1OC	-4	2.2	7	9	6	-3	10	3	1
O=C(O)c1ccc(COc2ccccc2C=C2C(=O)c3ccccc3C2=O)cc1	-3	0.0	0	1	8	-2	-8	-2	-2
O=C(c1ccc(-c2ccccc2)cc1)N1CCN(c2nc3ccccc3o2)CC1	-6	0.6	1	9	8	-11	5	11	2

Source: PubChem BioAssay
